# Bioassay records from PubChem.
# PMI act = activators of human phosphomannose isomerase; purified human PMI, coupled resazurin fluorescence, 20 min; active compounds read high; 1 = vehicle control, 0 substrate-free wells; activation factor at 20 µM; actives 0.005% (n = 190,000); AID 1214;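 active means activation factor of 2 or more at 20 µM, relative to plate controls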
# Target sequence (P34949 whole entry, looked up): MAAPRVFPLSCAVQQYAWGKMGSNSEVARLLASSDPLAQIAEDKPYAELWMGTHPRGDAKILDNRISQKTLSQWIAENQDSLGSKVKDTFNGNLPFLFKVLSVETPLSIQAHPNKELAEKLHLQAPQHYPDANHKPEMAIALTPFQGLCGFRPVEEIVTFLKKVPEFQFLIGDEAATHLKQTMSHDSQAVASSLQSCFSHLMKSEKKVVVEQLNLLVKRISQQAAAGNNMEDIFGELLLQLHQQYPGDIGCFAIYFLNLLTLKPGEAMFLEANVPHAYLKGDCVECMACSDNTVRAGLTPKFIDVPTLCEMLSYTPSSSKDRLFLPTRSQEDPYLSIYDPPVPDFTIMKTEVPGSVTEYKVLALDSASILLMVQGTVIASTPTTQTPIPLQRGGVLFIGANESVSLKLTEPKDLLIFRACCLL
# bIAP inh = intestinal alkaline phosphatase (bovine) inhibition. purified bovine IAP, CDP-star luminescence, 30 min. inhibition, % at 20 µM. 190,000 tested, under 10 active;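 active means over 50% inhibition of intestinal alkaline phosphatase at 20 µM in the single-dose screen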
#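 test system = bovine IAP enzyme | medium = DEA buffer 100 mM, pH 9.8, with MgCl2 1.0 mM, ZnCl2 0.02 mM | detection = luminescence | dosing = single compound dose of 20 µM, 2% DMSO final | incubation = 30 min reaction at room temperature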
# Diaphorase inh = diaphorase inhibition or chemical oxidation counter-screen | diaphorase resazurin-to-resorufin fluorescence, NADH, 16 min; bacterial (C. kluyveri) enzyme, not human | inhibition, % at 20 µM | actives 0.69% (n = 190,000) | AID 1217;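 active means primary screen inhibition at 20 µM above a set limit, cut at about 50% in these data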;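 further: plate controls were DMSO with full reaction for no effect and wells lacking NADH for full effect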
#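 Test system: bacterial diaphorase enzyme (C. kluyveri); Quantity: 0.14 U/mL diaphorase, enzyme working solution; Times: reaction incubation of 16 min at room temperature; Measured by: fluorescence of resorufin formed from resazurin, Ex 544/Em 590 nm; Benchmarks: positive control minus NADH, DMSO neutral control.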
# TNAP inh noacc = blocks human TNAP activity with no phosphate acceptor present; P05186; purified TNAP, CDP-star luminescence, 30 min; inhibition, % at 20 µM; actives 0.26% (n = 200,000); AID 1012;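 active means tissue-nonspecific alkaline phosphatase inhibition above about 50% at 20 µM in the single-dose screen, limit read from the data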;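 further: 0% = DMSO negative control and 100% = EDTA positive control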
# Target sequence (P05186 whole entry, looked up): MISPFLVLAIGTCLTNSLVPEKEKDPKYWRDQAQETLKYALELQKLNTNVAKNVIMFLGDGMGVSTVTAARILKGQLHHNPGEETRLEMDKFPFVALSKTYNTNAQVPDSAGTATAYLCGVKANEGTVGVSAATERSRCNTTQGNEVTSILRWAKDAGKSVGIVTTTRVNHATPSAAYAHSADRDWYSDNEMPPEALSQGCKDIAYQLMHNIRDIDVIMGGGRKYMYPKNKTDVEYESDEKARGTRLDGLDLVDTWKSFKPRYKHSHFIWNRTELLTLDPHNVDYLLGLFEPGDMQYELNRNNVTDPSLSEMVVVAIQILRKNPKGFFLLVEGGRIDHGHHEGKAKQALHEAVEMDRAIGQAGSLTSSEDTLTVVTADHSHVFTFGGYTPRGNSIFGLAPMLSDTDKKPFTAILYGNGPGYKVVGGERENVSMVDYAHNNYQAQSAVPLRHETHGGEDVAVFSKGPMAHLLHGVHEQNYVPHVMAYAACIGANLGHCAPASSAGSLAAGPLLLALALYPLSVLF
# TNAP inh hiacc = TNAP (human) inhibition, high acceptor; P05186; purified TNAP, CDP-star luminescence, 1 M DEA; inhibition, % at 20 µM; actives 0.03% (n = 200,000);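 active means over 50% inhibition of tissue-nonspecific alkaline phosphatase at 20 µM in the single-dose screen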;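 further: plate controls were DMSO wells for no effect and EDTA-quenched wells as full inhibition for full effect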
# TNAP act hiacc = increases human TNAP activity under high phosphate acceptor concentration | 200,000 tested, under 10 active | P05186 | AID 1136 | activation factor at 20 µM | purified TNAP, CDP-star luminescence, 1 M DEA, 30 min; active compounds read high; 0 = EDTA background, 1 = DMSO-only activity;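 active means activation factor at least 2 at 20 µM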
#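 system = human TNAP | amount = enzyme diluted 1/800 final | reagent = 100 µM CDP-star substrate | signal = luminescent substrate turnover signal | dosing = one dose, 20 µM | benchmarks = EDTA negative control, DMSO positive control | measure = activation factor | timing = 30 min reaction, room temperature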
# Diaphorase act = activates diaphorase or chemically reduces, flagging diaphorase assay artifacts; Diaphorase/resazurin coupled assay, resorufin fluorescence, 16 min; active compounds read high; 1 = vehicle wells, 0 = NADH-free wells; activation factor at 20 µM; actives 0.005% (n = 190,000); AID 1229;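 active means diaphorase activity raised at least twofold by the compound at 20 µM; inactive means activation factor below 2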
#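 Measured by – red resorufin fluorescence at 544/590 nm excitation/emission · Test system – Clostridium kluyveri diaphorase, purified enzyme · Incubation – reaction time 16 min, room temperature · Buffer or medium – 50 mM HEPES pH 7.4 with 4.542 mM MgCl2, 0.005% Tween 20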
# PMI act hi M6P = PMI (human) activation, high substrate | P34949 | coupled PMI enzyme assay, resazurin fluorescence, 20 min; active compounds read high; 1 = untreated enzyme, 0 = substrate-free blank | activation factor at 20 µM | actives 0.34% (n = 190,000) | AID 1216;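 active means activation factor of 2 or more at 20 µM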
#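 Material: human phosphomannose isomerase with PGI, G6PDH, diaphorase coupling enzymes. Quantity: 15 ng/mL PMI. Medium: HEPES pH 7.4 buffer with MgCl2 and Tween-20. Reagent: Near-saturating mannose-6-phosphate, 1.0 mM. Compound: 20 µM single dose. Times: enzyme reaction with compound 20 min at room temperature. Detection: resorufin fluorescence at Ex 544/Em 590 nm.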
# bIAP activator = increases bovine intestinal alkaline phosphatase activity; purified bovine IAP, CDP-star luminescence, 30 min; active compounds read high; fold of DMSO-control signal, blank-subtracted; activation factor at 20 µM; actives 0.17% (n = 200,000); AID 1016;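 active means activation factor of 2 or more at 20 µM, a signal rise over negative controls twice the positive control's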
# L major viab = Leishmania major promastigote growth inhibition. Leishmania major promastigotes, resazurin fluorescence viability. inhibition, % at 10 µM. actives 9% (n = 200,000); in the data active means inhibition above about 50%;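 further: promastigotes grown with compound for 44 hours at 28 °C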
# * marks the source's active call; other numbers are inactive results; nt = no result given.
SMILES,PMI act,bIAP inh,Diaphorase inh,TNAP inh noacc,TNAP inh hiacc,TNAP act hiacc,Diaphorase act,PMI act hi M6P,bIAP activator,L major viab
COc1cccc(CNC(=O)CCC2CCCN(C(=O)c3cc4ccccc4o3)C2)c1 (configuration not stated),0.9,7,16,-7,-2,1,0.8,1,0.9,0
COc1ccc(CCNC(=O)c2n[nH]c(=O)c3ccccc23)cc1,1.1,10,-3,-2,4,1,1,1,0.9,2
O=C(O)Cc1sc(Nc2ccc(F)cc2)nc1-c1cccs1,1.4,-18,0,-13,-6,1.1,1,1.4,1.2,-8
COc1cccc(N2CCN(c3cnc4ccccc4n3)CC2)c1,0.9,-9,13,-7,1,1,0.9,0.8,1.1,70*
O=C(CCc1nc2ccccc2[nH]c1=O)OCc1ccc(S(=O)(=O)N2CCOCC2)cc1,0.8,4,20,-5,0,1,0.8,0.9,1,-2
COc1cc(OC)cc(C(=O)NCCOc2ccccc2)c1,1,15,13,-12,-12,1.1,0.9,1,0.8,4
NS(=O)(=O)c1cccnc1Nc1c(Cl)cccc1Cl,0.9,43,9,58*,52*,0.5,0.9,1,0.6,2
CCOC(=O)c1cnc2nc(C)nn2c1N,1.3,-28,5,-6,-1,1,1,1.1,1.3,-5
O=C(Cc1ccc(-n2c(=O)[nH]c3ccccc3c2=O)cc1)N1CCN(c2ccccc2)CC1,1,-6,-1,-9,0,1,1,1,1.1,21
CCOc1ccccc1NC(=O)Nc1cnccn1,1,7,-2,-12,-4,1,1,1.1,0.9,0
COc1cc(OC)cc(C(=O)Nc2cccc(NC(C)=O)c2)c1,1,0,-2,-7,-1,1,1,1,1,-12
O=C(OCCOCCN=C1NS(=O)(=O)c2ccccc21)c1ccncc1,1,2,20,-17,-8,1.1,0.8,1,1,-3
Cc1ccc2c(Cl)cc(Cl)c(OCc3c(C)noc3C)c2n1,0.9,2,4,-8,2,1,1,1,1,-3
NS(=O)(=O)c1ccc(NC(=O)/C=C/c2ccco2)cc1,0.8,-9,17,0,0,1,0.8,0.7,1.1,-2
Cn1c(=O)c2c(ncn2CC(=O)OCc2ccccc2)n(C)c1=O,1,2,10,-14,-3,1,0.9,1,1,-7
COc1ccc(-c2cnn3c(N)c(S(=O)(=O)c4ccccc4)cnc23)cc1,0.8,-2,23,-36,-1,1,0.8,0.8,1,-1
CC(NC(=O)C(C(=O)c1cccc([N+](=O)[O-])c1)n1cc(Cl)ccc1=O)c1ccccc1 (configuration not stated),1.4,nt,7,-9,4,1,0.9,1.2,0.4,36
CCOC(=O)c1sc2nc3n(c(=O)c2c1C)CCC(C)CC3 (configuration not stated),0.9,10,12,-7,0,1,0.9,1,0.9,19
Cc1noc2ncnc(N3CCN(c4ccc(F)cc4)CC3)c12,1.1,5,5,4,2,1,0.9,1,1,-1
Cc1nn(-c2ccc(F)cc2)c2sc(C(=O)O)cc12,1.1,5,15,-5,0,1,0.8,1.1,1,-8
CC(C)c1ccc(C2N3CC4([N+](=O)[O-])CN2CC([N+](=O)[O-])(C3)C4(C)C)cc1 (configuration not stated),0.9,9,9,-6,-1,1,0.9,1,0.9,-6
CCOC(=O)C1=C(N)Oc2c(oc(CO)cc2=O)C1c1ccc(F)cc1 (configuration not stated),0.9,9,15,-4,-2,1,0.8,0.7,0.9,5
Fc1ccc(C(c2nnnn2CCc2ccccc2)N2CCCc3ccccc32)cc1 (configuration not stated),0.8,24,28,-10,-6,1.1,0.7,0.9,0.8,76*
CCn1c(COc2ccc(=O)n(-c3ccccc3)n2)nnc1SCc1cccc(OC)c1,0.9,-4,43,-3,-5,1.1,0.6,0.9,1,0
Cc1ccc2cc(C#N)c(SCC(=O)NCc3ccco3)nc2c1,1.1,8,15,-15,-8,1.1,0.8,1,0.9,2
COc1ccc(NC(=O)C2CCCN2S(=O)(=O)c2ccc3c(c2)CCC(=O)N3)cc1Cl (configuration not stated),1,6,-4,4,4,1,1,1,0.9,-5
COc1ccc(/C=N/n2cnc3scc(-c4cccs4)c3c2=O)cc1OC,0.9,-3,21,-6,-4,1,0.8,0.9,1,-6
COC(=O)c1ccccc1NC(=O)C1CCN(S(C)(=O)=O)CC1,0.9,10,6,-15,1,1,0.9,0.9,0.9,-1
CCOC(=O)c1c(C)nc2ccc(C)cn12,1,11,12,-17,-8,1.1,0.9,1.1,0.9,1
CCCC[N+](C)(C)CCC(=O)NC(C)(C)CS(=O)(=O)[O-],0.9,5,3,-3,-1,1,1,1,0.9,-2
O=C(COc1ccccc1)Nc1cccc(-c2nnc(-c3ccccc3)o2)c1,1,14,17,-12,0,1,0.8,1,0.9,nt
O=C(CSCCc1ccccn1)Nc1cccnc1Cl,1,10,0,-8,-10,1.1,1,1,0.9,-3
CCC(=O)Nc1cc2c(cc1C(C)=O)OCCO2,1,-4,10,-8,-6,1.1,0.9,1,1,2
O=C(NCc1ccc(Cl)cc1)c1cccc(NC(=O)c2ccccc2)c1,0.9,6,9,-12,0,1,0.9,1,0.9,55*
CCN1C(=O)N[C@@H](c2ccc(Br)cc2)C(C(=O)OC)=C1C,1.1,5,-8,-6,-9,1.1,1.1,1.1,0.9,15
CCN(CC)c1ccc(NC(=O)C2CC(=O)N(Cc3ccccc3)C2)cc1 (configuration not stated),0.9,-1,12,-7,-2,1,0.9,0.7,1,5
COc1ccc(NS(=O)(=O)c2ccc(N/N=C/c3ccc(N4CCOCC4)cc3)c([N+](=O)[O-])c2)cc1,0.8,-4,10,19,26,0.7,0.9,0.9,1,2
Cc1c(NC(=O)C(C)N2CC(C)OC(C)C2)c(=O)n(-c2ccccc2)n1C (configuration not stated),0.9,7,1,-5,3,1,1,0.9,0.9,-8
CCOc1nc(-c2ccccc2)ccc1-c1noc(-c2cccs2)n1,1.1,6,-5,-1,3,1,1.1,1.1,0.9,-3
Nc1[nH]n(-c2ccccc2)c(=O)c1N=Nc1ccc2c(c1)OCCO2,0.9,10,25,13,7,0.9,0.7,0.8,0.9,42

# Only Diaphorase act and Diaphorase inh (five entries from above):
canonical_smiles,Diaphorase act,Diaphorase inh
CC(NC(=O)C(C(=O)c1cccc([N+](=O)[O-])c1)n1cc(Cl)ccc1=O)c1ccccc1 (configuration not stated),0.9,7
NS(=O)(=O)c1ccc(NC(=O)/C=C/c2ccco2)cc1,0.8,17
O=C(COc1ccccc1)Nc1cccc(-c2nnc(-c3ccccc3)o2)c1,0.8,17
CCCC[N+](C)(C)CCC(=O)NC(C)(C)CS(=O)(=O)[O-],1,3
CCOC(=O)C1=C(N)Oc2c(oc(CO)cc2=O)C1c1ccc(F)cc1 (configuration not stated),0.8,15

# Single records, as listed above. Order of values: PMI act, bIAP inh, Diaphorase inh, TNAP inh noacc, TNAP inh hiacc, TNAP act hiacc, Diaphorase act, PMI act hi M6P, bIAP activator, L major viab
# Results for `Cn1c(=O)c2c(ncn2CC(=O)OCc2ccccc2)n(C)c1=O` : 1, 2, 10, -14, -3, 1, 0.9, 1, 1, -7
# Results for `COc1ccc(-c2cnn3c(N)c(S(=O)(=O)c4ccccc4)cnc23)cc1` : 0.8, -2, 23, -36, -1, 1, 0.8, 0.8, 1, -1

# More entries follow.
SMILES,PMI act,bIAP inh,Diaphorase inh,TNAP inh noacc,TNAP inh hiacc,TNAP act hiacc,Diaphorase act,PMI act hi M6P,bIAP activator,L major viab
COc1ccc(N2C(=O)C(F)(F)C2c2ccccc2F)cc1 (configuration not stated),0.8,-8,13,-12,-5,1,0.9,0.9,1.1,3
Cc1nn(-c2cccc(Cl)c2)nc1C(=O)O,1.1,2,4,-2,-1,1,1,1.1,1,0
CC(=O)Nc1ccc(S(=O)(=O)NC2(C(F)(F)F)C(=O)Nc3c2c(=O)[nH]c(=O)n3Cc2ccco2)cc1 (configuration not stated),1.1,-10,2,-7,0,1,1,1,1.1,-7
Cc1nc2ccc(NC(=O)N(C)c3ccccc3)cc2s1,1,-2,8,-3,0,1,0.9,1,1,-6
Cc1ccc2nsnc2c1S(=O)(=O)N(Cc1cc2cccc(C)c2[nH]c1=O)CC1CCCO1 (configuration not stated),0.9,8,13,-4,1,1,0.9,0.9,0.9,28
O=C(Nc1cccc(NC(=O)c2cccnc2)c1)c1cccnc1,0.9,13,14,-12,-4,1,0.9,0.9,0.9,5
O=C(CCc1nc(-c2ccccc2)no1)NC1CCCCC1,0.9,10,23,-7,-2,1,0.8,0.9,0.9,-1
O=C(CCCn1c(=S)[nH]c2ccccc2c1=O)NCCSCc1ccccc1,1.2,13,7,-1,2,1,0.9,1.1,0.9,-6
Cc1ccc(C)c2nc3sc(C(=O)N4CCOCC4)c(N)c3cc12,0.9,-4,40,-12,-3,1,0.6,1,1,7
NC(CC(=O)O)c1ccc(Br)cc1 (configuration not stated),0.9,12,13,-11,2,1,0.9,1,0.9,-7
COc1ccc(C(=O)NCc2nnc(SCC(=O)N3CCCCC3)o2)cc1,1.1,-10,6,-7,-2,1,0.9,1.1,1.1,7
Cc1ccc(/C=N\Nc2cn[nH]c(=O)c2Cl)cc1,1,13,4,-3,-1,1,1,1,0.9,2
Cc1cccc(Nc2nnc(SCC(=O)NCc3cccs3)s2)c1,1,4,4,-7,0,1,1,1,1,7
CC(C)C1N(S(=O)(=O)c2ccccc2)CCN1S(=O)(=O)c1ccccc1,0.8,16,32,-10,-8,1.1,0.7,0.8,0.8,34
COc1cc(CNCCSc2nnnn2C)cc(Br)c1OCc1ccccc1,1,-10,-5,-7,-4,1,1.1,1,1.1,56*
Cc1ccc(CSCc2ccc(C(=O)NC3CCCC3)o2)cc1,1,13,7,-7,-3,1,0.9,1,0.9,17
O=C(c1ccccn1)c1conc1C(=O)c1ccc(Br)cc1,0.8,5,23,-18,-4,1,0.8,0.8,1,-8
CC(C)n1cc(C(=O)c2ccccc2O)cc(C#N)c1=O,1.2,-1,5,-5,-3,1,1,1,1,2
COCCNCC(=O)Nc1ccccc1Sc1ccccc1,0.8,-11,23,1,6,0.9,0.8,0.9,1.1,0
Cc1ccc(C)c(N(Cc2ccccc2F)S(C)(=O)=O)c1,1.2,9,-20,-6,-7,1.1,1.2,1.2,0.9,5
Cc1ccc(C)c(N2CCN(C(=O)c3csc4ccccc34)CC2)c1,0.9,17,15,-11,-1,1,0.9,0.9,0.8,14
Cc1cc(N2CCOCC2)n2cc(-c3ccccc3)nc2n1,1,-13,11,-12,-2,1,0.9,1,1.1,5
CCC(C)c1ccc(NC(=O)C2CCN(c3ccc(C(F)(F)F)cn3)CC2)cc1 (configuration not stated),0.9,7,1,-1,-1,1,1,0.9,0.9,-4
